CatS inh – human cathepsin S inhibition. actives 0.06% (n = 62,000). inhibition, %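 (tested at 5 µM per compound within 10-compound mixtures)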. P25774. recombinant cathepsin S, AMC dipeptide fluorescence, pooled mixtures; in the data active = inhibition above about 32%, passing the limit was not always enough;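 note: 0% = enzyme without compound and 100% = blank without enzyme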
Target sequence (P25774 115-331 limits assumed): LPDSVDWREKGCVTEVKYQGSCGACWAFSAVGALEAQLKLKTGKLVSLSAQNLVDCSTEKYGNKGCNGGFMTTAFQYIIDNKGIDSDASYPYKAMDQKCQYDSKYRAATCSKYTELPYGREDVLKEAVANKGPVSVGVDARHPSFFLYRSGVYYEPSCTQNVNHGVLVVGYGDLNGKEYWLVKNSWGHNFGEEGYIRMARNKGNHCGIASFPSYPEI
CatB mixtures – inhibitors of human cathepsin B in compound mixtures; inhibition, %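 (ten-compound pools at 5 µM per compound and 50 µM total)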; actives 0.06% (n = 62,000); AID 488; Purified cathepsin B, AMC dipeptide fluorescence; P07858; in the data active = inhibition above about 22%, passing the limit was not always enough;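 note: 0% = enzyme without compound and 100% = no enzyme blank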
AP complement – orthogonal test for alternative complement pathway inhibitors. actives 0.08% (n = 62,000). Human serum alternative complement pathway, LPS-coated ELISA, C3 deposition; tested in compound mixtures. inhibition, % at 5 µM;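 active = inhibition above 30% in each of the two pooled mixtures holding the compound, so the lower value exceeds 30%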;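 note: 0% = serum in Mg-EGTA without compound and 100% = EDTA serum blank; some compounds past the cut are filed as inactive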
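Assay system: Human serum alternative complement pathway, C3 deposition on LPS-coated wells | Incubation: 1 h serum-compound exposure at 37 °C | Doses: 5 µM per compound in ten-compound mixtures | Read-out: Percent inhibition | Technique: ELISA with HRP anti-human C3 antibody, TMB substrate, absorbance 450 nm | Replication: Two pool placements per compound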
CatL block – inhibitors of human cathepsin L | P07711 | purified cathepsin L, fluorogenic substrate, fluorescence | inhibition, %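 (tested at 10 µM)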 | actives 0.17% (n = 58,000); in the data active = inhibition above about 45%;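 note: 0% = enzyme with no compound and 100% = no enzyme blank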
Target sequence (P07711 114-288 limits assumed): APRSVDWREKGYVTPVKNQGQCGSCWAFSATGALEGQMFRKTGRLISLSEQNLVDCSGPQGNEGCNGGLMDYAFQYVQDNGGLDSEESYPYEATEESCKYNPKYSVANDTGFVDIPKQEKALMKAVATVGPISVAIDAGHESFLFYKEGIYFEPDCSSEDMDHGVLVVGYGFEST
Target sequence (P07711 292-333 limits assumed): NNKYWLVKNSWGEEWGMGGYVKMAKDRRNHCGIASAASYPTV
C1s block – blocks human complement C1s protease activity; mean inhibition % of two 10-compound mixtures (stronger effect = higher value), % at 5 µM (by protocol); P09871; purified C1s, fluorogenic AMC substrate, pooled mixtures; AID 538; actives 0.16% (n = 62,000);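 active = inhibition above 20% in each of the two 10-compound mixture wells holding the compound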;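 note: 0% = enzyme wells lacking compound mixture and 100% = no-enzyme blank wells; some compounds called inactive have numbers as strong as hits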
FXIIa inh mix – blocks human factor XIIa in pooled compound mixtures; purified FXIIa, fluorogenic substrate; inhibition, % at 5 µM; actives 0.2% (n = 62,000); AID 684;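 note: 0% = enzyme without compound and 100% = no enzyme blank; some results filed as inactive read as strong as hits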
CatG inh – inhibitors of human cathepsin G. P08311. purified enzyme, AMC-tetrapeptide fluorescence, pooled mixtures. inhibition, % at 5 µM (by protocol). actives 0.2% (n = 62,000);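 active = inhibition above 20% in each of the two mixture wells holding the compound; inactive = inhibition of 20% or less in either well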;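 note: 0% = enzyme control without mixture and 100% = blank lacking enzyme; strong numbers were not always called active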
FXIa mix inh – factor XIa (human) inhibition, mixture screen; purified FXIa, fluorogenic substrate, pooled mixtures; inhibition, % at 5 µM; actives 0.19% (n = 62,000); AID 680;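 note: each value is inhibition by a whole ten-compound pool holding the compound; 0% = enzyme with no mixture and 100% = wells lacking enzyme; strong numbers were not always called active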
Target sequence (P03951 19-387 limits assumed): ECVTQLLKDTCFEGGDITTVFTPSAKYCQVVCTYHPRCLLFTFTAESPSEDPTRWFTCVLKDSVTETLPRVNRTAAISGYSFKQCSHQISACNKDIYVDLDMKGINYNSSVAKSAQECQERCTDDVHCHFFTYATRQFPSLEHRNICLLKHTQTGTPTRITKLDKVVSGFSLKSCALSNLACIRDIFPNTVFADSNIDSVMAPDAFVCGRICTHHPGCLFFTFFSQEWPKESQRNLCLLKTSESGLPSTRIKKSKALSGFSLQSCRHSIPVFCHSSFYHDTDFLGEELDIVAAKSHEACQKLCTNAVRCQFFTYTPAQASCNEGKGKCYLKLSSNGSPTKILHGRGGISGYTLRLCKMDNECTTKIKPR
Target sequence (P03951 388-625 limits assumed): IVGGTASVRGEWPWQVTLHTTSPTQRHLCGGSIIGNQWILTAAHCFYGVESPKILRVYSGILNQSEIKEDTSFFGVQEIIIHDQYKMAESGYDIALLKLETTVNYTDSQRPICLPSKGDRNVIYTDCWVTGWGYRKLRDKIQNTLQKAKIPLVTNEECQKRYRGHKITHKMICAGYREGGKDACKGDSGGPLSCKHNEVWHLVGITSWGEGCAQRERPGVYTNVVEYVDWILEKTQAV
CatB block – human cathepsin B inhibition | actives 0.1% (n = 63,000) | purified cathepsin B, fluorogenic substrate, fluorescence | P07858 | inhibition, %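 (tested at 10 µM)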; in the data active = inhibition above about 21%;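 note: 0% = enzyme with no compound and 100% = no enzyme blank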
* marks the source's active call; other numbers are inactive results; . = not tested or not shown. Cut-off read from the data, not from the text of the source, unless noted: active = inhibition above about 20% (passing the limit was not always enough); inactive = the rest.

Every second line gives: CatS inh	CatL block	FXIa mix inh	CatB block	FXIIa inh mix	CatG inh	C1s block	AP complement	CatB mixtures
> COC(=O)c1nc2n(n1)C(c1cc(OC)ccc1OC)C(C(=O)OC1CCCCC1)=C(C)N2 (centres undefined)
    -1.9	0.9	0.8	0.3	-0.1	-8.8	-39.1	-2.6	-2.4
> Cc1onc(-c2ccccc2Cl)c1C(=O)Nc1c(C)n(C)n(-c2ccccc2)c1=O
    -5.5	.	10.0	-1.5	11.1	-12.3	-43.6	-10.4	-3.2
> CC1(C)NC(=O)N(c2ccccc2Cl)C1(C)NO (centres undefined)
    14.3	-3.4	-0.3	1.8	7.5	9.7	4.1	10.0	1.5
> CCOC(=O)c1ccccc1N1C(=O)CSC1=S
    10.1	.	18.3	2.5	-1.2	-2.1	-2.7	17.7	-0.4
> CCOc1ccccc1N1CCN(Cc2ccc(OC)c(OC)c2OC)CC1
    -7.8	-4.4	0.6	-6.5	-3.4	2.9	-25.7	-1.7	-3.7
> CCCOC(=O)c1ccc(-n2nnnc2SCC(=O)N2CCCCC2)cc1
    6.4	19.1	22.5	2.7	5.1	53.8	15.9	10.7	3.4
> COc1cc(-c2cc(OC)c3c(C)oc(C)c3c(=O)c2)ccc1O
    -2.0	3.4	2.6	4.6	-23.1	7.2	-6.2	14.4	3.7
> O=C(c1ccco1)[C@@H]1[C@@H]2C(=O)N(c3ccc(F)cc3)C(=O)[C@@H]2C2c3ccccc3C=CN21 (some centres undefined)
    7.5	-6.1	-1.2	5.9	21.7	10.8	2.3	5.7	-4.2
> CC1CCC(C(C)C)C(OC(=O)CSc2n[nH]c(=O)[nH]c2=O)C1 (centres undefined)
    -3.2	-2.6	4.2	0.3	-14.4	8.8	12.3	11.5	2.0
> CC(=O)Nc1ccc(N=Cc2nc(-c3ccc(C)cc3)oc2O)cc1
    -2.8	-3.6	1.7	3.9	1.1	-5.8	-5.4	6.1	4.4
> CCCN1CCN(C(=O)Cn2cccc2C(=O)c2ccccc2)CC1
    2.9	6.0	1.5	3.5	-3.1	5.6	9.9	18.9	2.4
> CCCN1C(=O)c2cc(C(=O)NC3CCCCCC3)ccc2C1O (centres undefined)
    23.5	8.5	5.0	1.8	10.1	-1.3	-15.6	4.7	6.6
> COc1ccccc1NC(=O)N1CCc2[nH]c3ccc(Cl)cc3c2C1
    9.5	11.6	7.1	5.3	-0.1	13.9	13.5	-9.7	-0.3
> Cc1cc(C)nc(NC(=O)CN2C(=O)c3ccccc3C2=O)n1
    -0.6	13.3	1.0	3.0	19.0	11.0	-0.6	5.4	-2.8
> NC(=O)CSc1nnc(-c2cc3ccccc3o2)n1Cc1ccccc1
    -8.0	-4.1	-3.6	0.1	-9.4	7.7	-23.0	8.6	3.9
> CCn1cc(C(=O)NCC2CCCO2)c(=O)c2cc(S(=O)(=O)N3CCC(C)CC3)ccc21 (centres undefined)
    2.9	4.8	6.2	2.9	-18.6	11.9	-3.5	15.3	6.6
> CNC(=O)c1ccccc1-c1ccccc1
    -8.7	-0.3	5.5	-1.8	1.7	-0.3	-0.4	21.3	-5.6
> CCOc1ccccc1N1CCN(c2nc(N)c(C#N)c(CC#N)c2C#N)CC1
    22.3	11.1	4.7	2.2	2.4	2.9	-8.7	6.4	2.0
> CCN1C(=O)C2(C(C#N)=C(N)Oc3n[nH]c(C(C)C)c32)c2ccccc21 (centres undefined)
    -22.0	2.2	5.9	3.5	3.6	9.1	7.0	4.6	5.7
> CCOc1cc(C2C(C#N)=C(N)Oc3n[nH]c(CC)c32)ccc1OCCN1CCOCC1 (centres undefined)
    5.2	4.0	4.9	1.3	9.4	7.1	5.9	16.8	8.4
> COC(=O)c1ccc(-c2ccc(CNCC(O)c3ccccc3)o2)cc1 (centres undefined)
    12.1	-12.8	10.8	-4.8	-18.6	0.8	0.3	15.7	-5.9
> Cn1ccnc1SCC(=O)Nc1ccc2c(c1)COC2=O
    -15.5	-6.5	-16.2	-1.5	4.7	-20.2	-144.3	10.7	-1.6
> COc1cccc(C(=O)Nc2c3c(nn2-c2ccccc2C)CS(=O)C3)c1OC (centres undefined)
    -9.5	.	0.8	3.4	5.9	5.2	-13.8	5.4	2.1
> CCn1c(SCC(=O)Nc2ccc3c(c2)c2ccccc2n3CC)nnc1-c1ccco1
    7.0	20.9	2.8	4.4	-2.3	14.2	15.0	10.0	2.1
> CCOC(=O)C1CCCN(CC(=O)NC2CC2)C1 (centres undefined)
    -1.9	16.3	4.7	-1.1	4.8	14.5	14.4	2.9	4.3
> COc1ccc(CCNC(=O)COc2ccc(S(=O)(=O)N3CCOCC3)cc2)cc1OC
    -0.3	0.3	16.1	0.4	13.9	12.3	30.0	9.0	1.8
> NC(=O)SCC(=O)Nc1ccc(Cl)cc1
    -0.9	1.4	0.6	5.3	1.1	12.3	14.0	35.7	3.7
> CC1CCN(C(=O)CSc2ccc3nnc(-c4ccc(F)cc4)n3n2)CC1
    5.1	2.8	5.4	-4.2	3.8	1.8	2.0	-5.6	-1.1
> CCOC(=O)C1CCN(CC(=O)Nc2c(C(=O)OC)[nH]c3cccc(Cl)c23)CC1
    4.7	4.6	3.6	2.8	-0.4	-0.7	-5.2	2.6	2.4
> O=C(OCCNc1ncc(C(F)(F)F)cc1Cl)c1ccc(S(=O)(=O)N2CCOCC2)cc1
    -5.3	-6.3	6.5	2.1	-19.4	12.1	5.7	20.1	4.2
> Cc1c(N=C2Nc3cccc4cccc2c34)c(=O)n(-c2ccccc2)n1C
    20.2	9.7	20.4	0.6	-6.7	0.4	-6.1	4.5	-0.2
> CCOCCOCN(C#N)c1nc(OC)nc(N(C)C)n1
    14.3	3.0	2.5	2.4	2.1	10.0	12.1	-2.4	4.0
> Cc1cc(N2CCC(C)CC2)n2nc(C)c(-c3ccccc3)c2n1
    -1.6	-6.1	-0.2	0.5	15.7	-7.1	-6.7	-2.5	-5.9
> CCc1cc(Br)ccc1N1C(=O)C2CC=CCC2C1=O (centres undefined)
    8.3	3.9	1.3	0.7	1.3	7.3	-5.8	1.6	-1.1
> CCN(CC)CCNC(=O)CCCNC(=O)Cn1cnc2sc(C)c(C)c2c1=O
    11.0	0.0	1.8	4.0	1.3	9.4	12.5	3.1	4.4
> O=C(NCCO)c1ccc2c(c1)S(=O)(=O)c1ccccc1C2=O
    -1.1	2.9	1.4	-2.5	2.6	-4.1	-33.6	5.8	5.9
> Cc1ccc(NC(=O)C2C3C=CC4(CN(Cc5cccnc5)C(=O)C24)O3)cc1F (centres undefined)
    -3.2	.	5.5	2.8	-17.3	-1.4	2.4	8.5	1.1
> O=C(O)c1ccc(CSc2nnc(-c3ccco3)o2)cc1
    3.5	0.9	9.4	0.9	0.4	-1.7	-1.0	12.1	1.5
> c1csc(-c2csc(-c3cccs3)n2)c1
    -5.4	-5.4	13.1	1.9	1.7	1.2	-1.9	12.6	-2.8
> CC(=O)C1C(c2ccncc2)NC(=O)NC1(O)C(F)(F)F (centres undefined)
    12.9	20.6	6.0	-0.8	3.5	1.7	-2.6	10.9	6.0
> COC(=O)COc1ccc(C(=O)OC)cc1
    -4.9	1.5	4.1	3.4	3.3	7.6	11.5	8.9	4.3
> COC(=O)Cn1c(=N)n(CCN2CCCCC2)c2ccccc21
    0.9	-0.9	0.7	0.3	0.1	-16.6	-8.5	-9.8	6.1
> CCCS(=O)(=O)N1CCC(C(=O)c2cccc(C(F)(F)F)c2)CC1
    10.7	7.8	4.1	6.4	8.8	-3.6	-5.5	-23.6	3.5
> CCN(CCCNS(=O)(=O)c1ccc2c(c1)CCN2C(C)=O)c1cccc(C)c1
    -1.8	2.1	-3.2	-0.9	7.2	-1.3	-10.1	6.8	-0.6
> CCOC(=O)CSc1nnc(N)s1
    -0.4	10.1	3.6	4.3	6.6	10.9	-0.1	13.3	0.4

Molecules from the list above containing a thiophene ring, fused or not (2):
Every second line gives: CatS inh	CatL block	FXIa mix inh	CatB block	FXIIa inh mix	CatG inh	C1s block	AP complement	CatB mixtures
> CCN(CC)CCNC(=O)CCCNC(=O)Cn1cnc2sc(C)c(C)c2c1=O
    11.0	0.0	1.8	4.0	1.3	9.4	12.5	3.1	4.4
> c1csc(-c2csc(-c3cccs3)n2)c1
    -5.4	-5.4	13.1	1.9	1.7	1.2	-1.9	12.6	-2.8

Going on with the list.
Every second line gives: CatS inh	CatL block	FXIa mix inh	CatB block	FXIIa inh mix	CatG inh	C1s block	AP complement	CatB mixtures
> Cc1cc(=O)[nH]c(SCc2cc(=O)n3nc(C)sc3n2)n1
    3.1	.	12.3	2.5	-17.2	1.4	-2.7	12.3	1.7
> Cn1c(=O)cc(OCCCC(=O)NCc2ccco2)c2ccccc21
    13.2	24.4	-13.9	1.6	9.9	7.6	-29.3	11.3	0.0
> COc1ccc(-c2ccnc(SCC(=O)N3CCOCC3)n2)cc1
    10.5	11.9	1.1	-1.1	-0.4	1.8	-16.3	11.0	-0.8
> CCOc1ccccc1Oc1c(C)oc2cc(OC(=O)N3CCOCC3)ccc2c1=O
    17.7	.	4.9	1.8	4.9	2.8	3.4	3.0	5.4
> COc1ccc(-n2nnc3c(=O)n(Cc4cc(C)ccc4C)cnc32)cc1
    -7.3	14.1	-2.7	-1.9	9.3	2.6	6.0	-1.0	-2.4
> O=C1CCCC(O)=C1C1C2=C(CCCC2=O)Oc2ccccc21 (centres undefined)
    10.9	4.2	9.1	1.1	4.7	-2.4	-2.7	-2.8	1.5
> O=C(C1COc2ccccc2O1)N1CCn2c(nc3ccccc32)C1 (centres undefined)
    -8.2	-7.0	5.5	-0.8	4.5	7.9	4.9	9.6	2.3
> CCOC(=O)C1CCCN(c2nc3ccccc3nc2C(C#N)C(=O)OCC)C1 (centres undefined)
    19.5	3.7	5.3	7.8	7.4	-1.4	3.6	-2.2	3.0
> N#CC1=C(C2CC2)CC(c2ccccc2)C(C#N)=C1N (centres undefined)
    -1.0	-8.9	2.5	-0.7	6.0	0.1	-2.7	-2.5	5.8
> CCOc1ncccc1C(=O)Nc1ccccc1C(=O)NCc1ccc2c(c1)OCO2
    -1.6	.	-2.2	1.3	12.0	-0.9	0.7	4.7	0.3
> c1ccc(-c2nn3c(-c4ccccc4)nnc3s2)cc1
    18.7	14.8	5.4	0.4	9.3	14.0	15.3	3.1	9.2
> Cc1ccc(C2C(C#N)=C(N)SC(N)=C2C#N)o1
    17.3	6.9	5.0	5.1	-26.4	10.9	12.7	0.7	1.7
> COc1cc(OC)cc(C2C(C#N)=C(N)Oc3n[nH]c(-c4cccnc4)c32)c1 (centres undefined)
    13.2	1.1	11.8	1.5	5.4	4.2	0.6	0.2	-0.1
> Cc1nn(-c2ccccc2)c2nc(N)c(C#N)c(-c3ccc(F)cc3)c12
    14.1	-19.3	3.5	-2.4	2.6	-0.7	-8.0	11.3	-1.2
> COc1ccc(C(CNC(=O)COc2ccccc2C#N)N2CCOCC2)cc1 (centres undefined)
    8.2	6.1	3.1	0.6	-13.5	8.3	11.4	16.7	4.2
> CCCC1O[C@@H]2C[C@H]3[C@@H]4CCC5=CC(=O)C=C[C@]5(C)[C@H]4[C@@H](O)C[C@]3(C)[C@]2(C(=O)CO)O1 (some centres undefined)
    33.1	-2.5	4.8	0.0	-3.7	0.8	-7.4	11.7	-1.0
> CCOc1cc2[nH]c(=O)n(CC3CCC(C(=O)NC(C)CC)CC3)c(=O)c2cc1OCC (centres undefined)
    13.7	6.8	-0.5	5.4	15.5	11.0	14.2	4.1	6.8
> CCc1ccc2oc(=O)cc(CN3CCOCC3)c2c1
    -6.7	0.2	0.5	0.2	-2.8	-4.3	-10.8	-2.0	1.0

Assay outcomes: PubChem, PCMD

These rows are one share of the data; the hit share may differ from the screen's.
